High-throughput results from PubChem.
ANO1 activ: activates or potentiates the mouse TMEM16A chloride channel; Q8BHY3; HEK293 TMEM16A/YFP-H148Q/I152L, iodide quench fluorescence; stronger effect = lower value; B-score at 10 µM; hit rate 0.3% among 340,000;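 active means fluorescence-ratio B-score plate-corrected deviation score at least 3 library SD below zero, with starting fluorescence score within 5 deviations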;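 further: channel opened by trigger with iodide after compound preincubation; score built on the fluorescence ratio of max minus min over baseline; more negative score means more quench and so TMEM16A activation or potentiation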
TRPC6 inh: inhibitors of mouse TRPC6 channel; Q61143; HEK293-TRPC6, membrane potential dye, ACh-evoked depolarization; stronger effect = lower value; B-score at 10 µM; hit rate 1.1% among 310,000;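 active means B-score under library mean minus 3 SD, initial fluorescence not abnormally high, positive integrated signal ratio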;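 further: B-score derived from integrated fluorescence ratio over the kinetic read; more negative B-score means stronger inhibition of depolarization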
MrgX1 PAM: human MrgX1 positive allosteric modulation, primary screen. MrgX1-HEK293, Fluo-4 calcium flux, FDSS; stronger effect = higher value. B-score at 10 µM. hit rate 0.63% among 310,000. AID 588675;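 active means plate-corrected calcium response at least 3 library SD above typical, normal starting fluorescence, not activating the receptor alone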;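 further: compound read alongside a low EC10 to EC30 dose of BAM8-22 agonist; peak minus trough fluorescence over baseline measured at the second addition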
Target sequence (Q96LB2 whole entry, looked up): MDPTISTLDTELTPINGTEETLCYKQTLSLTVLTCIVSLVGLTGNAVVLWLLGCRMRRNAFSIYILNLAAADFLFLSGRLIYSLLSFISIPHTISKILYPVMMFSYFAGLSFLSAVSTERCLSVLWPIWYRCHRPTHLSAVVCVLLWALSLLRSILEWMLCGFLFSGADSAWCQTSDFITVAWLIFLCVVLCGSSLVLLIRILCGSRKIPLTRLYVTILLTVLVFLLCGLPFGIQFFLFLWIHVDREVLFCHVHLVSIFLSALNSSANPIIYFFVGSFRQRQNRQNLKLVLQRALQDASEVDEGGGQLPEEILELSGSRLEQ
TRPC4 PAM: TRPC4 (mouse) allosteric potentiation. Q9QUQ5. HEK293 TRPC4beta/mu-opioid, DAMGO EC20, Fluo-4 Ca2+ flux; stronger effect = higher value. B-score at 10 µM. hit rate 0.42% among 310,000;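 active means B-score of calcium response area above 5 SD of library B-scores, with initial fluorescence ratio within 5 SD of library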;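 further: B-score of integrated fluorescence ratio over time as area under calcium response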
TMEM16A inh: mouse TMEM16A channel inhibition, primary screen | hit rate 1.2% among 310,000 | normalized B-score (activity score, 25-100; higher = stronger inhibition) at 10 µM | HEK293 TMEM16A/YFP iodide influx fluorescence, ionomycin | Q8BHY3;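 active means ratio plate-corrected score three or more library SD toward inhibition, starting fluorescence score within five deviations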;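 further: score derived from kinetic fluorescence span divided by baseline fluorescence per well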
TRPC4 block: blocks the mouse TRPC4 cation channel. Q9QUQ5. HEK293 TRPC4beta/mu-opioid, DAMGO-evoked Fluo4 calcium flux; stronger effect = lower value. B-score at 10 µM. hit rate 0.39% among 300,000. AID 2247;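 active means B-score over 3 SD under the library average, no early fluorescence shift, positive overall ratio signal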
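test system = HEK293 cells with stable TRPC4beta plus mu-opioid receptor expression | detection = Fluo4 Ca2+ flux fluorescence | read-out = integrated fluorescence ratio relative to baseline, converted to per-well B score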
TRPC6 activator: activators of mouse TRPC6 channel; Q61143; HEK293-TRPC6 membrane potential dye fluorescence; stronger effect = higher value; B-score at 10 µM; hit rate 0.13% among 310,000;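 active means B-score of the integrated fluorescence ratio above library mean plus 3 SD, and starting fluorescence ratio within library mean plus 5 SD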;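 further: higher score means more depolarization so channel activation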
TRPC4 agonist: opens the mouse TRPC4 cation channel; Q9QUQ5; HEK293 TRPC4beta/mu-opioid, Fluo4 calcium fluorescence; stronger effect = higher value; B-score at 10 µM; hit rate 0.49% among 310,000;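 active means B-score above 5 SD of library B-scores, and initial fluorescence ratio not above library mean plus 5 SD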;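 further: positive B-score marks a calcium rise read as TRPC4 activation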
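Material: TRPC4beta and mu-opioid receptor HEK293 stable cells | Incubation: 45 min room-temperature Fluo4 loading, 110 s read | Detection: Kinetic Fluo4 calcium fluorescence | Measure: Integrated baseline-normalised fluorescence ratio, converted to per-well B score | Benchmarks: Low control buffer alone, high control maximal DAMGO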
MrgX1 ag: human MrgX1 receptor agonism, primary screen; B-score at 10 µM; Q96LB2; hit rate 0.44% among 310,000; MrgX1-HEK293 cells, Fluo-4 calcium fluorescence, agonist mode; stronger effect = higher value; AID 588627;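 active means calcium response B-score plate-corrected fluorescence ratio at least 3 library SD, with starting fluorescence B-score inside 5 SD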
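Material: MrgX1-expressing HEK293 cells; input: 15,000 cells per well; doses: test compound given as first of three sequential additions; schedule: overnight plating before 1 h dye loading; technique: Fluo-4 NW calcium-flux fluorescence, kinetic read; evaluation: baseline-normalised fluorescence change ratio, B-scored; control set: plate-wise positive and negative controls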
MrgX1 antagonist: antagonists of human MrgX1 receptor. MRGX1-HEK293 calcium flux, Fluo-4, BAM8-22 antagonism; stronger effect = lower value. B-score at 10 µM. hit rate 1.3% among 310,000. AID 588676;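 active means calcium-response B-score plate-corrected more than 3 library SD below zero, starting fluorescence within 5 deviations, no agonist response on first addition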;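 further: peak minus trough fluorescence over baseline after final BAM8-22 challenge near maximal dose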
SKKanGAS inh: blocks kanamycin growth of S. pyogenes SKKanGAS strain; inhibition, % at 7.5 µM; hit rate 1.3% among 300,000; AID 1662; BacTiter-Glo, 6 h;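 active means mean replicate score, as percent of positive control median, at least 50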;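 further: strain carries kanamycin resistance gene driven by streptokinase promoter and grows in 40 µg/ml kanamycin; loss of luminescence reflects streptokinase promoter inhibition or plain growth inhibition; 0% = median of DMSO wells and 100% = positive control at its reference dose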
Numbers without * were called inactive; i = inactive; x = not tested or not shown.

SMILES | ANO1 activ | TRPC6 inh | MrgX1 PAM | TRPC4 PAM | TMEM16A inh | TRPC4 block | TRPC6 activator | TRPC4 agonist | MrgX1 ag | MrgX1 antagonist | SKKanGAS inh
O=C(COC(=O)CNS(=O)(=O)/C=C/c1ccccc1)Nc1cccc2ccccc12 | i | i | i | i | i | i | i | i | i | i | 2
COc1nc(-c2ccc(Cl)cc2)ccc1-c1noc(-c2ccco2)n1 | i | i | i | i | i | i | i | i | i | i | -7
O=C1C2C(C(=O)N1CCc1ccccc1)C1C=CC2C12CC2 (centres undefined) | i | i | i | i | i | i | i | i | i | i | -3
COc1ccc(NC(=O)CSc2nc(C)cc(C)n2)cc1 | i | i | i | i | i | i | i | i | i | i | -4
CC(NC(=S)Nc1ccccc1Cl)C(c1ccccc1)N1CCOCC1 (centres undefined) | i | i | i | i | i | i | i | i | i | i | 5
COc1ccc(NC(=O)CN(c2cc(C)cc(C)c2)S(=O)(=O)c2c(C)noc2C)cc1OC | i | i | i | i | i | i | i | i | i | i | -1
CC(=O)Nc1c([N+](=O)[O-])cc(C)c(Cl)c1[N+](=O)[O-] | i | i | i | i | i | i | i | i | i | i | 8
CC1(C)CC(=O)C2=C(C1)NCN(Cc1ccccc1)C2 | i | i | i | i | i | i | i | i | i | i | -4
CCOc1nc(-c2ccncc2)nc2ccccc12 | i | i | i | i | i | i | i | i | i | i | -13
CN1CCN(C2=Cc3ccccc3Sc3cc(F)c(Cl)cc32)CC1 | i | i | i | i | i | i | i | i | i | i | 42
CCOC(=O)c1cc2ccc(OC(=O)c3ccco3)cc2oc1=O | i | i | i | i | i | i | i | i | i | i | 1
CCCCCCCCNC(=O)c1cccnc1SCC(=O)Nc1ccc(OC)cc1OC | i | i | i | i | i | i | i | i | i | i | -13
O=C(COc1ccccc1O)Nc1ccccc1Cl | i | i | i | i | i | i | i | i | i | i | -2
CC1(C(=O)NCC2CCCO2)Oc2cccnc2NC1=O (centres undefined) | i | i | i | i | i | i | i | i | i | i | -4
NS(=O)(=O)c1ccc(CCN=C(NS(=O)(=O)c2cccs2)c2ccccc2)cc1 | i | i | i | i | i | i | i | i | i | i | -12
O=[N+]([O-])c1ccc2c(c1)CNc1ccccc1O2 | i | i | i | i | i | i | i | i | i | i | 10
Cc1ccc2c(c1)c1c(n2CC(O)Cn2nc(C)c(Br)c2C)C(=O)CCC1 (centres undefined) | i | i | i | i | i | i | i | i | i | i | -6
CCCCn1cc(C(=O)c2cc(Br)ccc2O)cc(C#N)c1=O | i | i | i | i | i | i | i | i | i | i | 3
CC(C)(O)C(O)COc1c2ccoc2cc2oc(=O)ccc12 (centres undefined) | i | i | i | i | i | i | i | i | i | i | 0
O=C(CNC(=O)c1cccc(F)c1)N/N=C/c1cccnc1 | i | i | i | i | i | i | i | i | i | i | 6
Cc1cc(C)c(O)c(-c2cc(C(=O)Nc3cccnc3)[nH]n2)c1 | i | i | i | i | i | i | i | i | i | i | -11
c1ccc(-c2nnnn2CCOCCn2nnnc2-c2ccccc2)cc1 | i | i | i | i | i | i | i | i | i | i | 2
O=S(=O)(NCc1ccc(F)cc1)c1cccc(S(=O)(=O)N2CCOCC2)c1 | i | i | i | i | i | i | i | i | i | i | 1
Nc1cc([N+](=O)[O-])ccc1Nc1ccc(O)cc1 | i | i | i | i | i | i | i | i | i | i | 12
N/C(=N\OC(=O)/C=C/c1ccccc1)c1ccccc1 | i | i | i | i | i | i | i | i | i | i | -1
CSc1nc(N)c2c3c(sc2n1)COC(C(C)C)C3 (centres undefined) | i | i | i | i | i | i | i | i | i | i | -2
COc1ccc(-n2nc(C(=O)NCC(=O)Nc3cccc(Cl)c3)c3ccccc3c2=O)cc1OC | i | i | i | i | 25* | i | i | i | i | i | -6
Cc1cc(C)n2nc(SCCC(=O)NCc3ccccc3)nc2n1 | i | i | i | i | i | i | i | i | i | i | 3
Cc1nc(-c2ccc(S(=O)(=O)N3CCN(CCc4ccccc4)CC3)s2)cs1 | i | i | i | i | i | i | i | i | i | i | -1
COc1cc(Cl)cc(C2NC(=O)NC(C)=C2C(=O)NCc2ccccc2)c1O (centres undefined) | i | i | i | i | i | i | i | i | i | i | -1
O=c1[nH][nH]cc1C=Nc1ccc(Cl)cc1Cl | i | i | i | i | i | i | i | i | i | i | 2
CC(Oc1ccccc1)C(=O)Nc1c2c(nn1-c1ccccc1)CS(=O)C2 (centres undefined) | i | i | i | i | i | i | i | i | i | i | 2
COc1ccc(NC(=O)C2CC(=O)N(CCc3ccc(F)cc3)C2)c(OC)c1 (centres undefined) | i | i | i | i | i | i | i | i | i | i | 1
COCCN(C(=O)COC(=O)CCC(=O)c1ccc(Cl)cc1)c1c(N)n(Cc2ccccc2)c(=O)[nH]c1=O | i | i | i | i | i | i | i | i | i | i | 5
O=C(CCCc1c[nH]c2ccccc12)NCC1COc2ccccc2O1 (centres undefined) | i | i | i | i | i | i | i | i | i | i | 14
CCOc1ccc(OCC)c(NS(=O)(=O)c2cccc3nsnc23)c1 | i | i | i | i | i | i | i | i | i | i | -4
Cc1ccc2c(c1)cc(CN(Cc1ccc3c(c1)OCO3)C(=O)c1ccccc1)c1nnnn12 | i | i | i | i | i | i | i | i | i | i | 23
NC(=S)Nc1ccc(Cl)c(Cl)c1 | i | i | i | i | i | i | i | i | i | i | -4
CC(C)CN1CCN(Cc2cnc(-c3ccc(Cl)cc3)nc2)CC1CCO (centres undefined) | i | i | i | i | i | i | i | i | i | i | -13
CC1C(=O)CCCCCCCCCC2C1(N1CCOCC1)CS2(=O)=O (centres undefined) | i | i | i | i | i | i | i | i | i | i | 6

Entries of single compounds, quoted from the list. Screens in order: ANO1 activ | TRPC6 inh | MrgX1 PAM | TRPC4 PAM | TMEM16A inh | TRPC4 block | TRPC6 activator | TRPC4 agonist | MrgX1 ag | MrgX1 antagonist | SKKanGAS inh
`Cc1cc(C)c(O)c(-c2cc(C(=O)Nc3cccnc3)[nH]n2)c1` in the list: i | i | i | i | i | i | i | i | i | i | -11
`CCOc1ccc(OCC)c(NS(=O)(=O)c2cccc3nsnc23)c1` in the list: i | i | i | i | i | i | i | i | i | i | -4
`COCCN(C(=O)COC(=O)CCC(=O)c1ccc(Cl)cc1)c1c(N)n(Cc2ccccc2)c(=O)[nH]c1=O` in the list: i | i | i | i | i | i | i | i | i | i | 5

The list continues.
SMILES | ANO1 activ | TRPC6 inh | MrgX1 PAM | TRPC4 PAM | TMEM16A inh | TRPC4 block | TRPC6 activator | TRPC4 agonist | MrgX1 ag | MrgX1 antagonist | SKKanGAS inh
CN(C(=O)c1ccc([N+](=O)[O-])cc1)c1ccccc1C(=O)NCc1ccccc1 | i | i | i | i | i | i | i | i | i | i | -3
O=C(Nc1nc(-c2ccccn2)cs1)c1ccc(S(=O)(=O)N2CCCCC2)cc1 | x | i | i | i | i | i | i | i | i | i | 84*
CC(=O)/C(C(=N)N1CCN(c2cccc(Cl)c2)CC1)=C(\C)O | i | i | i | i | i | i | i | i | i | i | 1
NNc1nc(C(F)(F)F)nc2ccccc12 | i | i | i | i | i | i | i | i | i | i | 5
COc1ccc(NC(=O)COc2cccc3c2CCNC3=O)cc1 | i | i | x | i | x | i | i | i | x | x | -1
CN(C)S(=O)(=O)n1cnc2ccccc21 | i | i | i | i | i | i | i | i | i | i | 5
O=C(COc1ccc(Br)cc1)NCc1cn2ccccc2n1 | i | i | i | i | i | i | i | i | i | i | -6
COC(=O)c1cc(Br)ccc1NC(=O)Nc1ccc(C)cc1 | i | i | i | i | i | i | i | i | i | i | 7
Cc1cc(C(=O)N2CCc3c([nH]c4ccccc34)C2c2c(F)cccc2Cl)no1 (centres undefined) | i | i | i | i | i | i | i | i | i | i | 1
CCN1CCN(C(=O)CCc2ccc(S(=O)(=O)NCCc3ccccc3)cc2)CC1 | i | i | i | i | i | i | i | i | i | i | 0
CCN(CC(O)CON=C1c2ccccc2-c2ccccc21)S(=O)(=O)c1ccc(Cl)cc1 (centres undefined) | i | i | i | i | i | i | i | i | i | i | 37
COc1ccc(NC(=O)N2CCCc3ccccc32)c(OC)c1 | i | i | i | i | i | i | i | i | i | i | 12
COC(=O)/C(=N\Nc1ccccc1)Sc1nnc(-c2ccc(OC)cc2)n1C | i | i | i | i | i | i | i | i | i | i | 4
CCOC(=O)c1ccc(S(=O)(=O)N2CCC(N3CCCCC3)CC2)cc1 | i | i | i | i | i | i | i | i | i | i | 6
O=S(=O)(c1ccccc1)N1CCN(S(=O)(=O)c2ccccc2)C1 | i | i | i | i | i | i | i | i | i | i | -6
O=S(=O)(N/N=C/c1cccnc1)c1ccc(Cl)c(Cl)c1 | i | i | i | i | i | i | i | i | i | i | -1
COc1ccc(-c2c(C)oc3c(CN4CCN(C)CC4)c(O)ccc3c2=O)cc1 | i | i | i | i | i | i | i | i | i | i | 8
Cn1nc(C(F)(F)F)c2cc(C(=O)Nc3ccc(F)cc3F)sc21 | i | i | i | i | i | i | i | i | i | i | -8
COc1ccc(C)cc1S(=O)(=O)n1nc(C)cc1C | i | i | i | i | i | i | i | i | i | i | -11
Cc1nc2ccccc2c(=O)n1NCc1cc(Br)cs1 | i | i | i | i | i | i | i | i | i | i | 1
CN(C)c1nc(C#N)nc(N2CCOCC2)n1 | i | i | i | i | i | i | i | i | i | i | -1
CC(C)C(=O)N1CCN(c2ccc(NC(=O)c3ccc4c(c3)OCCO4)cc2Cl)CC1 | i | i | i | i | 100* | i | i | i | i | i | 12
COc1ccc(S(=O)(=O)N(Cc2nc3ccccc3c(=O)[nH]2)C2CCCC2)cc1 | i | i | i | i | i | i | i | i | i | i | 0
O=C(c1cccs1)N1CCN(S(=O)(=O)c2ccccc2)CC1 | i | i | i | i | i | i | i | i | i | i | 12
COc1ccc(-c2ccc([C@H]3[C@H]4C=CC[C@@H](C)[C@@H]4C(=O)N3Cc3ccccc3)c(F)c2)cc1C | i | i | i | i | i | i | i | i | i | i | 28
CCN1C(=S)SC(=O)C1=C1C=C(C)OC(C)=C1 | i | i | i | i | i | i | i | i | i | i | -1
Cc1ccc(C(=O)COC(=O)CCC(=O)Nc2cc(Cl)ccc2Cl)cc1[N+](=O)[O-] | i | i | i | i | i | i | i | i | i | i | -7
